High-throughput results deposited in PubChem by National Center for Advancing Translational Sciences (NCATS).
HEK cytotox: cytotoxic compounds in HEK 293 cells; HEK 293 viability, ATP luminescence (CellTiter-Glo), 48-72 h; 94,000 tested, 6.6% active; AID 1345083; Potency, µM (titrated, usually from 115 µM), for the others: at the top dose activity change, negative = cytotoxicity, most hits filed as inhibitors; note: potency is the fitted concentration of half-maximal effect; nearly all actives have a fitted effect of over 60% in size
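Luminescence from cellular ATP, measured with CellTiter-Glo, indicates HEK 293 viability. Cells plated at 250 cells/well are treated with compound for 48 or 72 hr at 37 degree Celsius before reagent addition.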
IP6K1 inh: inhibitors of human IP6K1; Q92551; IP6K1 kinase, ADP-Glo luminescence, 2 h; stronger effect = lower value; activity change, % (series mostly up to about 58 µM); 140,000 tested, 0.81% active; AID 1645851; in the data active = activity change below about -25%
Target sequence (Q92551 whole entry, looked up): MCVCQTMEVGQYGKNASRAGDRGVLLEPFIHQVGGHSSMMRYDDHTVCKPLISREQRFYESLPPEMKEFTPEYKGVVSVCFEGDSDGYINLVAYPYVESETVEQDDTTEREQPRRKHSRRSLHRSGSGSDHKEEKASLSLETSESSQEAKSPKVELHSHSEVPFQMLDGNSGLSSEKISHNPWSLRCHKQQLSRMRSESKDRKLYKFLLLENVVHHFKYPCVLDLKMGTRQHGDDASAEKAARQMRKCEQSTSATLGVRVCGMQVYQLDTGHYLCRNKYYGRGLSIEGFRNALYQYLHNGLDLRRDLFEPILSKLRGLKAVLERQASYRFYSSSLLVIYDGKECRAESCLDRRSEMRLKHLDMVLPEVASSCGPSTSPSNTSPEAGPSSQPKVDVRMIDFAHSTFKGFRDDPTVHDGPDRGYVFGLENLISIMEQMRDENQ
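ADP-Glo luminescence measures ADP made by human IP6K1 during a 2 h RT reaction with ATP/IP6 (mix at 1.3 mM/130 uM); top library doses 57.5 and 19.1 uM final.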
SNCA expr inhib: reduces expression of the alpha-synuclein gene; HEK-293 SNCA-luciferase knock-in, luminescence, 24 h; Potency, µM (doses to about 57.2 µM), inactives show at the top dose activity change, negative = inhibition, actives largely listed as inhibitors; 140,000 tested, 0.17% active; AID 1671194;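 note: potency is the fitted concentration of half-maximal effect; plate controls were DMSO cells for no effect and cell-free wells for full effect; nearly all actives have a fitted effect of over 45% in size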
3T3 cytotox: cytotoxic compounds in NIH 3T3 cells; NIH 3T3 viability, CellTiter-Glo ATP luminescence, 48-72 h; Potency, µM (highest dose often 96.7 µM), for the others: top-dose activity change, negative = cytotoxicity, actives largely listed as inhibitors; 94,000 tested, 4.3% active; AID 1345082; note: potency is the fitted concentration of half-maximal effect; nearly all actives have a fitted effect of over 55% in size
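Cells were seeded at 400 per well, treated with pin-transferred compound, and kept 48 or 72 hr at 37 °C before CellTiter-Glo addition and luminescence imaging of cellular ATP.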
GPT2 inhibitor: GPT2 alanine aminotransferase inhibition | 100,000 tested, 0.25% active | Q8TD30 | Potency, µM (titrated, usually from 57.7 µM), for inactives: at the highest dose activity change, negative = inhibition, usual class: inhibitors | Recombinant GPT2, coupled pyruvate oxidase/HRP Amplex Red fluorescence | AID 1671188; note: potency is the fitted concentration of half-maximal effect; nearly all actives have a fitted effect of over 60% in size; many of its hits are not listed in these tables
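GPT2 10ng/uL, a-KG 250uM, L-Ala 2mM, HEPES pH7.5 + 0.0001% Tween; 30 min RT. Then Amplex mix (PO/HRP/ThPP), 30 min RT dark, fluorescence. AOA 50uM used as positive control.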
HEK293 viab: counter-screen for SNCA expression inhibitors: cell viability. HEK-293-SNCA-luc viability, GF-AFC fluorescence, 24 h. Potency, µM (highest dose often 57.1 µM), inactives show top-dose activity change, negative = cytotoxicity, usual class: cytotoxic. 150,000 tested, 0.12% active;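 note: potency is the fitted concentration of half-maximal effect; 0% = DMSO-treated cells and -100% = medium-only wells without cells; nearly all actives have a fitted effect of over 30% in size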
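Cytotoxicity counterscreen: after 24 h compound treatment of genome-edited SNCA-luciferase HEK-293 cells, live-cell protease substrate GF-AFC read by fluorescence after 30 min; activity scaled between DMSO (0%) and medium-only (-100%), curves Hill-fitted.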
FLuc inh: blocks purified firefly luciferase enzyme activity; purified P. pyralis luciferase, luminescence, biochemical; 76,000 tested, 2.5% active; Potency, µM (highest dose often 115 µM), for the others: at the highest dose activity change, negative = inhibition, hits mostly inhibitors; P08659; note: potency is the fitted concentration of half-maximal effect; nearly all actives have a fitted effect of over 65% in size
Target sequence (P08659 whole entry, looked up): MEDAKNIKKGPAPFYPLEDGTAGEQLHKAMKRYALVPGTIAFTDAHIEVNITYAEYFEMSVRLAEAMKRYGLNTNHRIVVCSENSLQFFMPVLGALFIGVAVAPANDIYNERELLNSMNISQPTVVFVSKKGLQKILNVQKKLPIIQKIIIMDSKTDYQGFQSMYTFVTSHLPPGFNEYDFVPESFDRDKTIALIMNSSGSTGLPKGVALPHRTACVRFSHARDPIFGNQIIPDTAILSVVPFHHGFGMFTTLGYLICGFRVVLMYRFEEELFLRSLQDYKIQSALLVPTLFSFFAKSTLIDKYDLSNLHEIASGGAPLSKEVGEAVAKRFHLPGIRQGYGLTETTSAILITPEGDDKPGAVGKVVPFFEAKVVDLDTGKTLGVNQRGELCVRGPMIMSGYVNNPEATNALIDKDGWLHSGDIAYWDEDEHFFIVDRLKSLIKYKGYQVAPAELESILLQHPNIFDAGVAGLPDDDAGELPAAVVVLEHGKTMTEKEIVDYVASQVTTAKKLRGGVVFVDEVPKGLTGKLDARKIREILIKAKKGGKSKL
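Purified 10nM P. pyralis luciferase with 10uM D-luciferin and 10uM ATP in 50mM Tris acetate pH 7.5, 10mM Mg acetate, 0.01% Tween-20, 0.05% BSA. qHTS titration; luminescence read by CCD imager.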
An asterisk follows results filed as active; i = inactive; ? = inconclusive; . = not tested or not shown; [ ] = remark or other dose. Unless noted, calls come from the whole dose curve; as a rule, active = well fitted curve in the direction sought with a large enough effect; inconclusive = small, poorly fitted or top-dose-only effect, or another doubt; inactive = no such curve, though single readings can be large; an effect the other way counts as inactive or inconclusive. Unless noted, % is set by controls: 0 for no effect and ±100 for the full control effect.

SMILES	HEK cytotox	IP6K1 inh	SNCA expr inhib	3T3 cytotox	GPT2 inhibitor	HEK293 viab	FLuc inh
COc1cccc(-c2ccc(CN3CCCC3C(=O)NCc3ccccc3F)cc2)c1 (configuration not stated)	?	3	-2%	?	-1%	-16%	.
COc1ccc(-c2cn3nc(SCC(=O)Nc4cccc(C)c4C)ccc3n2)cc1	.	9	119%[activator]	.	.	-4%	.
CCc1noc(-c2cn(C3CCN(C(=O)c4ccc(OC)cc4OC)CC3)nn2)n1	-30%	26	-11%	-14%	i	-15%	2%
CCc1ccc(NC(=O)C(NS(=O)(=O)c2cccs2)C(C)C)cc1 (configuration not stated)	.	1	-4%	.	.	2%	.
O=C(c1c2c(nc3ccccc13)CCCC2)N1CCCC(c2nc(C3CCOCC3)no2)C1 (configuration not stated)	?	14	-4%	?	-5%	-4%	2%
COc1ccc(-c2nc(-c3ccccc3)nc3c2CN([S+](=O)([O-])c2cccs2)CC3)cc1	1%	-6	3%	-11%	i	6%	-2%
O=C(O)C1(c2ccccc2)CCN(S(=O)(=O)c2cc(C(F)(F)F)cc(C(F)(F)F)c2)CC1	-21%	-11	-6%	-12%	-26%	-1%	.
CCCN1CCN(c2cc3c(cc2F)c(=O)c(S(=O)(=O)c2ccc(CC)cc2)cn3CC)CC1	.	3	?	.	.	?	.
COc1ccccc1C(=O)NC[C@@H]1CC[C@H]2C[C@@H]1C2(C)C	?	1	-7%[87.6 µM]	?	-3%[88.5 µM]	9%[87.6 µM]	?
O=C([C@@H]1C[C@H](Oc2cccnc2)CN1S(=O)(=O)Cc1ccccc1F)N1CCOCC1	-14%	9	-17%	-36%	i	-14%	-15%
CCOC(=O)CNC(=O)N1[C@H](c2cccs2)[C@@H](C)C(=O)[C@@H](C)[C@@H]1c1cccs1	.	-1	6%	.	.	-5%	.
O=C(C1CCC(=O)N(C2CCCCCC2)C1)N1Cc2ccccc2C1 (configuration not stated)	-7%	-7	?	-5%	-4%	2%	-9%
CC(=O)NC1(C)CCN(Cc2cnc(-c3ccccc3)s2)CC1	?	-3	63%[activator][87.6 µM]	-11%[138 µM]	-8%[88.5 µM]	2%[87.6 µM]	-14%[172 µM]
CN(Cc1ccccc1OC(F)(F)F)Cc1cccn1C	-5%[172 µM]	15	10%[87.6 µM]	-14%[138 µM]	i	13%[87.6 µM]	8%[172 µM]
Cc1cnc(CC2CCN(C(=O)N(C)C)C2)n1Cc1ccccc1 (configuration not stated)	-31%	-8	11%	-3%	i	?	-8%
O=C(C1CCCCC1)N(Cc1cccnc1)c1nc2c(F)cccc2s1	.	-6	-3%	.	.	13%	.
COc1ccccc1N1CCN([C@H]2[C@@H]3OC[C@@H](O3)[C@@H](NCc3ccncc3)[C@@H]2O)CC1	-4%[172 µM]	-7	11%[87.6 µM]	3%[174 µM]	i	3%[87.6 µM]	13%[172 µM]
O=C(NCC1CC1)C1CCc2nnc(-c3ccccn3)n21 (configuration not stated)	-21%[172 µM]	18	19%[87.6 µM]	-15%[138 µM]	i	1%[12.5 µM]	.
CCOC(=O)c1ccccc1NC(=O)c1c(-c2ccccc2)noc1C	.	-31*	?	.	.	5%	.
Cc1cc(CNC(=O)[C@@H]2CCC[C@@H](NC(=O)C3CCCC3)CN(C)C(=O)C2)no1	4%[172 µM]	-3	25%[87.6 µM]	i	-2%[88.5 µM]	0%[87.6 µM]	-1%[172 µM]
COc1ccc(NC(=O)c2c(OC)cc(=O)n3c2CCCC3)c(C)c1	4%	-6	19%	-6%	i	5%	3%
Cc1ccc(CN2CC[C@H](CNC(=O)C3CC3)[C@H](N(C)C)C2)o1	i	7	13%	i	i	5%[12.5 µM]	1%
COC1CCC12CCN(Cc1ccc(C#N)cc1)CC2 (configuration not stated)	-19%	4	-23%	-20%	-4%	-11%	2%
Cc1noc(C)c1[S+](=O)([O-])N1CCC[C@H]1C(=O)N1CCC(N2CCOC2=O)CC1	i	5	29%	-6%	0%	5%	.
O=C(CCc1nc(CN2CCN(S(=O)(=O)c3ccc(F)cc3)CC2)no1)N1CCCCC1	.	-13	-7%	.	.	-2%	.
Later entries
SMILES	HEK cytotox	IP6K1 inh	SNCA expr inhib	3T3 cytotox	GPT2 inhibitor	HEK293 viab	FLuc inh
CC(C)c1nc(-c2ccc(OC3CCNC3)cc2)no1 (configuration not stated)	?	8	97%[activator]	?	i	12%	-26%
O=C(Cn1ccn2nc3c(c2c1=O)CCCC3)NCc1ccc2c(c1)OCO2	-1%	10	15%	i	?	8%	11%
COc1ccc(OCC2CN(Cc3ccccc3)C(=O)c3ccc(C)nc3O2)cc1 (configuration not stated)	?	5	0%[25.6 µM]	?	-4%[27.3 µM]	-19%[23.9 µM]	.
CCc1ccccc1NC(=O)N1CCCC(Cn2c(C)nc3cccnc32)C1 (configuration not stated)	-6%	1	-19%	-19%	4%	1%	-3%
CC1(C(=O)NCC2CCCO2)CCCc2cnc(Nc3ccccc3)nc21 (configuration not stated)	?	-6	2%[87.6 µM]	-4%[138 µM]	0%[88.5 µM]	?	1%[172 µM]
NC(=O)c1cccc(CN2CCC3(CC2)CC(c2ccccc2)=NO3)c1	?	-4	54%[activator]	-29%	4%	-6%	.
CCOc1ccc(C(=O)Nc2c(C(=O)c3ccccc3)oc3ccccc23)cc1	.	-5	-7%	.	.	4%	.
O=C(c1ccc(Br)o1)N1CCC(c2n[nH]c(=O)n2Cc2ccc(F)cc2)CC1	4%	-16	23%	?	i	-12%	6%
CCC(=O)N1CCc2c(C(=O)NCc3ccccc3F)cccc21	-5%	-10	24%	?	i	3%	8%
COCCn1c(C)cnc1CCNC(=O)c1ccc(OC)nc1	3%	1	24%	-6%	i	3%	5%
COc1ccccc1-c1ccnc2c(-c3ccc(Br)cc3)c(C)nn12	.	0	?	.	.	0%	.
COCCNC(=O)C1(F)CCN(C(=O)c2ccnn2C)CC1	-6%	1	22%	4%	-7%	0%	.
O=C(NCc1ccc(F)cc1)N1C[C@@H](CN2CCOCC2)[C@@H](CO)C1	i	0	23%	i	-6%	-12%	8%
O=C1NC(=NC2CCCC2)C2(CCN(Cc3cccnc3)CC2)N1c1cc(F)cc(F)c1	i	1	-9%	32µM*	2%	4%	.
CN=C(NC#N)NCCSCc1nc[nH]c1C	.	-5	2%	.	?	9%	.
O=C1NCc2ccccc2CC12CCN(Cc1c[nH]c3ccccc13)C2 (configuration not stated)	?	1	-12%	-26%	i	-2%	.
COc1ccc(CCNC(=O)c2c(C)noc2-c2ccccc2OC)cc1OC	-10%	-10	6%	-24%	i	8%	-3%
O=C(O)CC1(CC(=O)N[C@H]2C[C@@](O)(C(=O)N[C@H]3CCCNC3=O)C[C@@H](O)[C@@H]2O)CCCC1	-4%	24	-11%	-24%	3%	11%	1%
COc1ccccc1-c1ccc2c(C(=O)N3CCN(c4ncccn4)CC3)nn(C)c2n1	?	-4	-8%	-18%	-29%	-15%	.
O=C(CCSCc1ccc(Cl)cc1)N1CCN(c2ccccc2F)CC1	.	19	1%	.	.	8%	.
CC(C)c1ccc(CN2CCc3ncc(C(=O)Nc4ccccc4)n3CC2)cc1	32µM*	-2	?	28µM*	-23%[88.5 µM]	-29%[87.6 µM]	-7%[172 µM]
COCCCNC(=O)c1cnc2c(-c3ccc(F)cc3)c(C)nn2c1C	.	11	4%	.	.	-3%	.
Cc1cnn(Cc2c(C(=O)NC3CCc4nnc(C)n4CC3)noc2C)c1 (configuration not stated)	i	-8	-23%	2%	i	-4%	-2%
Cc1ccc(CN2CCC(c3nn(C)c(=O)n3Cc3ccccc3)CC2)o1	?	8	6%	?	-9%	-2%	-5%
C[C@@H]1CN(C(=O)c2nc3sccn3c2CNC2(c3ccccc3)CC2)C[C@H](C)O1	2%	14	?	-3%	?	-25%	-13%
(further entries)
SMILES	HEK cytotox	IP6K1 inh	SNCA expr inhib	3T3 cytotox	GPT2 inhibitor	HEK293 viab	FLuc inh
COc1ccc(C(=O)N2CCc3nn(C)c(=O)n3CC2)cn1	2%	-5	-11%	-9%	i	-1%	0%
O=C(NCc1nnc2n1C(C(=O)N1CCN(c3ncccn3)CC1)CC2)C1CC1 (configuration not stated)	i	3	1%	2%	2%	4%	.
COc1nccnc1NC1CCNCC1	0%	0	-21%	-2%	i	-13%	11%
Cc1ccccc1CN1CCc2nc(C(=O)Nc3ccccc3)oc2CC1	40µM*	0	-2%[87.6 µM]	?	1%[88.5 µM]	-10%[87.6 µM]	?
CCOc1ccc(C(=O)N2CCC[C@H]2c2nc(-c3ccccc3)no2)cc1	-14%	-5	-23%	?	0%	-27%	-4%
Cc1noc(C)c1C(=O)N1Cc2ccccc2CC2(CCCN(C)C2)C1 (configuration not stated)	-2%	-1	36%[activator]	i	i	6%	.
Cn1ncc2c(C(=O)NC3CC3)cc(-c3ccc(F)cc3)nc21	?	-8	7%	?	2%	-12%	.
COCCCNC(=O)c1cc(-c2cc(Cl)cc(Cl)c2)c2nncn2n1	-15%	29	33%[activator]	?	i	2%	.
CN(C)c1cccc(C(=O)NC2CCCN(c3cc(-c4ccc(Cl)cc4)[nH]n3)C2)c1 (configuration not stated)	?	9	2%	?	i	?	?
CCc1ccc(S(=O)(=O)N2CCN(C3CCN(Cc4ccccn4)C3=O)CC2)cc1 (configuration not stated)	?	12	30%	-22%	0%	5%	-7%
COCC(=O)NC1CCC12CCN(Cc1ccccn1)CC2 (configuration not stated)	?	-8	-29%	-18%	-28%	?	-11%
COc1cccc(CCC(=O)N2CCC(c3n[nH]c(=O)n3-c3ccccc3)CC2)c1	-4%	-12	17%	-28%	i	10%	3%
O=S(=O)(NCCc1nnc2ccc(SCc3ccccc3Cl)nn12)c1ccccc1	.	9	?	.	.	-10%	.
CN(Cc1ccccc1)C(=O)[C@H]1CN(Cc2ccccc2)C[C@H]1C(=O)O	-10%	2	4%	i	-5%	-2%	4%
